Screens deposited in PubChem by National Center for Advancing Translational Sciences (NCATS).
USP1 inh: USP1/UAF1 (human) deubiquitinase inhibition. 390,000 tested, 0.23% active. O94782. Potency, µM (series often up to 57.1 µM), for inactives: top-dose activity change, negative = inhibition, most hits filed as inhibitors. AID 743255. recombinant USP1/UAF1, Ub-Rhodamine cleavage fluorescence; also: potency is read from the fitted curve at half-maximal effect; % is scaled to controls: 0 for no effect and ±100 for the full control effect; nearly all actives have a fitted effect of over 60% in size; inactives centre near -12
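In this screen, compounds sit with the deubiquitinase complex (1nM) for 15 min at room temperature before Ub-Rho is added at 150nM final. Fluorescence rise is then followed for 6 reads every 60 seconds.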
TrxR1 substrate: rat thioredoxin reductase 1 substrate activity; O89049; purified TrxR1 substrate turnover, NADPH consumption readout; Potency, µM (series often up to 114 µM), without a hit: top-dose activity change, negative = substrate turnover; 390,000 tested, 0.01% active; AID 588456; also: potency is read from the fitted curve at half-maximal effect; % is scaled to controls: 0 for no effect and ±100 for the full control effect; nearly all actives have a fitted effect of over 50% in size
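Rat TrxR1, dispensed at 90 nM, was prereduced with 400 uM NADPH (final) for 5 min at ~22 deg C, then incubated with compound 15 min before 400 uM selenite. A first-read NADPH fluorescence drop versus no-compound background flagged substrates.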
PI4K2A block: inhibitors of human PI4K2A; Q9BTU6; 420,000 tested, 0.13% active; activity change, negative = inhibition, % at 76.9 µM; AID 1346378; purified PI4K2A, ADP-Glo luminescence, 1 h; hits give low values; in the data active = activity change below about -50%; inconclusive = mostly about -30% to -49%;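 also: -100% = wells without enzyme as full effect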
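PI4K2A activity was measured by ADP-Glo luminescence: enzyme (4 ug/mL stock) and phosphatidylinositol (1.2 mM stock) in Tris pH 7.5/MgCl2/EGTA/Triton X-100 buffer were reacted with ATP (300 microM stock) for one hour at ambient temperature.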
mIDH1 inhibitor: blocks human mutant IDH1 R132H enzyme; O75874; IDH1-R132H enzyme, NADPH consumption, diaphorase/resazurin fluorescence; Potency, µM (highest dose often 76.6 µM), without a hit: top-dose activity change, negative = inhibition, hits mostly inhibitors; 390,000 tested, 0.093% active; AID 602179; also: potency is read from the fitted curve at half-maximal effect; % is scaled to controls: 0 for no effect and ±100 for the full control effect; nearly all actives have a fitted effect of over 65% in size
Target sequence (O75874 whole entry R132H, stated change not applied): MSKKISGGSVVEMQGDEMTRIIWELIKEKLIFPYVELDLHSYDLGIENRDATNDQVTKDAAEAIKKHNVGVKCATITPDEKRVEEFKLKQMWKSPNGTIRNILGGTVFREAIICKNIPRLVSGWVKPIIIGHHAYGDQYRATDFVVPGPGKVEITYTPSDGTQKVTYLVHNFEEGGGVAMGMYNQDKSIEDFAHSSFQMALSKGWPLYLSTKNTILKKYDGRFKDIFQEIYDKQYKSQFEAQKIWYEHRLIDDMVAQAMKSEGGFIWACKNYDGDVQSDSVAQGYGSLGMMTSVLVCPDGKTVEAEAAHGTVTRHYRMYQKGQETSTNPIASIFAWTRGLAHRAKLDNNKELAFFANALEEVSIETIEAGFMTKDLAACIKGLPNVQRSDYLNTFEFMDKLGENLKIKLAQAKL
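IDH1-R132H (0.5 ug/mL dispensed) in pH 7.5 Tris buffer was preincubated 30 min with compound, then given a substrate mix of 0.016 mM NADPH and 2 mM alpha-KG for 80 min at room temperature; remaining NADPH was read by diaphorase/resazurin fluorescence.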
Vif-A3G inh: inhibitors of Vif-APOBEC3G interaction. HeLa A3G-eYFP + Vif (tagged APOBEC3G with the HIV-1 protein that degrades it), YFP fluorescence, overnight. Potency, µM (doses to about 46.1 µM), for the others: top-dose activity, negative = active, hits mostly inhibitors. 410,000 tested, 0.076% active. Q9HC16;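 also: potency is read from the fitted curve at half-maximal effect; % is scaled to controls: 0 for no effect and ±100 for the full control effect; nearly all actives have a fitted effect of over 60% in size; hits raise eYFP signal because A3G escapes Vif-driven loss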
Target sequence (Q9HC16 whole entry, looked up): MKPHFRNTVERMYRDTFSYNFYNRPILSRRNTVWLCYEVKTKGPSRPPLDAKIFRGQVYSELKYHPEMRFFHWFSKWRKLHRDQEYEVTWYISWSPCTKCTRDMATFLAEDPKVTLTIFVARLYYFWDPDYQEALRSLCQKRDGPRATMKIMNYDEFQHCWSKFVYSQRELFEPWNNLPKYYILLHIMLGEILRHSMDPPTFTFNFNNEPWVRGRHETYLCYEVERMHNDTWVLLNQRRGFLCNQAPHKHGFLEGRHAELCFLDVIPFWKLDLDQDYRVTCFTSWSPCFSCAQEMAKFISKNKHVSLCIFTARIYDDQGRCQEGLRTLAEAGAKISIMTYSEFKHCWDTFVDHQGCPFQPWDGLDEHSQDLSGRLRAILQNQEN
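Read-out is eYFP fluorescence (Ex 488/Em 500-530) from Vif-expressing HeLa A3G-eYFP cells; more signal means A3G escaped Vif-mediated degradation. Cells plated overnight, compound pinned in, incubated overnight at 37 deg C.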
LDHA block: blocks human lactate dehydrogenase A | AID 1347041 | activity change, % (values are at about 110 or 230 µM) | purified LDHA, NADH/diaphorase-resazurin fluorescence; hits give low values | 480,000 tested, 0.15% active; in the data active = activity change below about -30%; inconclusive = mostly about -25% to -30%;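 also: plate controls were DMSO wells for no effect and wells without enzyme for full effect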
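Resorufin fluorescence (ex540/em590), read at 0 and 20 min after diaphorase/resazurin addition, reports the NADH left after a 5 min room-temperature reaction of 2 nM human LDH5 with 0.06 mM NADH and 0.2 mM pyruvate.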
RXFP1 ag: agonists of human relaxin receptor RXFP1 | 370,000 tested, 0.3% active | AID 2676 | Potency, µM (doses to about 57.5 µM), inactives show top-dose activation, actives largely listed as activators | Q9HBX9 | HEK293T-RXFP1 cAMP TR-FRET, 30 min; response scale: percent of porcine relaxin response, buffer zero; also: potency is read from the fitted curve at half-maximal effect; % is scaled to controls: 0 for no effect and ±100 for the full control effect; nearly all actives have a fitted effect of over 60% in size; many of its hits are not listed in these tables
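HEK293 cells stably expressing RXFP1, treated 30 min at 37C with compounds plus PDE4 inhibitor Ro 20174; cAMP measured by HTRF TR-FRET. Normalized to buffer and 29 nM porcine relaxin; EC50 by Hill fit.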
Glioma ERSR ind: induces the endoplasmic reticulum stress response in human glioma cells; U87-MG GRP78 promoter luciferase reporter, 16 h; Potency, µM, inactives show top-dose activation, actives largely listed as activators; 420,000 tested, 0.02% active; also: potency is read from the fitted curve at half-maximal effect; series mostly up to about 76 µM; % of control where 0% means no effect; nearly all actives have a fitted effect of over 35% in size
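Stably transfected U87-MG glioma cells carrying a GRP78-based luciferase sensor; 16 h compound incubation. Luminescence end-point read 10 min after Bright-Glo addition at room temperature.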
Vif-APOBEC3F blk: Vif-A3F binding inhibition; HeLa A3F-eYFP + Vif (tagged APOBEC3F with the HIV-1 protein that degrades it), YFP fluorescence increase; Potency, µM (top dose mostly 46.1 µM), for inactives: at the highest dose activity, negative = active; 390,000 tested, 0.2% active; also: potency is read from the fitted curve at half-maximal effect; % of control where 0% means no effect; nearly all actives have a fitted effect of over 65% in size
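HeLa cells stably expressing Vif plus C-terminally eYFP-tagged A3F were seeded, incubated overnight at 37 deg C, dosed with compound, incubated overnight again at 37 deg C. Yellow fluorescence (Ex 488/Em 500-530) reported blocked Vif-mediated A3F-eYFP degradation.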
Active calls of the source: *; ? = inconclusive; / = not tested or not shown; [ ] = another dose, or the depositor's remark. Unless noted, calls follow the shape of the dose curve; as a rule, active = well fitted curve in the direction sought with a large enough effect; inconclusive = small, poorly fitted or top-dose-only effect, or another doubt; inactive = no such curve, though single readings can be large; an effect the other way counts as inactive or inconclusive. Only part of the results is shown. The share of hits here may be higher or lower than overall.

SMILES	mIDH1 inhibitor	Glioma ERSR ind	RXFP1 ag	PI4K2A block	Vif-A3G inh	Vif-APOBEC3F blk	LDHA block	USP1 inh	TrxR1 substrate
COc1ccc(NC(=O)Cn2c(=O)n(CCC(C)C)c(=O)c3cccnc32)cc1Cl	-1%	-2%	?	0	3%	0%	1	-26%	37%[activator]
CC1=C(c2ccc(C)cc2)S(=O)(=O)N(Cc2ccc(C(=O)Nc3ccccc3C)cc2)C1=O	-1%	-3%	5.0%	3	?	-9%	3	-18%	3%[57.1 µM]
CC(C)NC(=O)COC(=O)Cn1[nH]c(=O)c2ccccc2c1=O	-6%	-3%	-2.6%	-1	-4%	0%	-12	-12%	-6%
COc1ccc(-c2c(C#CC(C)(C)O)c3ccccc3n2C)cc1	-7%	1%	/	-4	-7%	-23%	1	-16%	5%
Cc1ccc(Nc2ncc3c(=O)[nH][nH]c(=O)c3n2)cc1	-1%	0%	/	0	-1%	-19%	9	-5%	-8%
COc1ccc(C2OC3=C(Nc4cc(C)c(C)cc4N3)C2=O)cc1 (configuration not stated)	-12%	-3%	-0.3%	2	2%	-1%	-4	-26%	-1%[57.1 µM]
CCOc1ccc(S(=O)(=O)N2CCCC(C(=O)NCc3ccccc3)C2)cc1 (configuration not stated)	2%	-5%	-2.2%	3	0%	-2%	-7	-6%	-9%
Cc1ccc(N/C=C(\C2OC(=O)c3ccccc32)[N+](=O)[O-])c(C)c1 (configuration not stated)	8%	-2%	-0.6%	-5	0%	-7%	-8	-18%	2%
Nc1ccnn1Cc1cccnc1	0%	4%	-1.1%	3	0%	-15%	-1	1%	-7%
O=C(Nc1ccc(O)cc1)N1CCOCC1	8%	-2%	0.1%	-7	2%	-7%	14	-21%	-1%
Cc1ccc(NC(=O)CCCNC(=O)c2ccc(Cl)cc2)cc1S(=O)(=O)N1CCOCC1	-1%	-2%	0.4%	-1	-1%	0%	-7	-4%	-3%
O=C(NC(Cc1ccccc1)C(=O)O)/C(=C/c1ccc(F)cc1)NC(=O)c1ccccc1 (configuration not stated)	-4%	-4%	-0.2%	-2	-1%	-10%	-5	-23%	5%
CCOc1cccc(C(=O)NC(=S)Nc2ccc(N3CCN(CC)CC3)cc2)c1	6%	0%	-0.1%	-1	2%	-1%	-3	-15%	-10%[57.1 µM]
CCN(c1ccccc1)S(=O)(=O)c1ccc2c(c1)OCCO2	1%	-5%	/	8	-8%	1%	-1	-14%	-2%
C=CCc1cc(C=O)cc(OC)c1OCc1ccc(Cl)cc1	14%	-5%	0.6%	-2	-1%	-15%	5	-21%	-7%[57.1 µM]
COc1cc(C(=O)OCC(=O)NC2CCCCC2)cc2c1OCCO2	10%	0%	5.1%	-1	3%	-3%	1	-19%	1%
O=C(O)c1cccc(-n2cccc2/C=N/O)c1	0%	-5%	-1.4%	-3	-3%	-1%	-1	-13%	6%
O=C(Nc1ncc([N+](=O)[O-])s1)C1COc2ccccc2O1 (configuration not stated)	-22%	-1%	-0.4%	-1	7%	2%	-12	-14%	-15%
COCc1ccc([C@@H]2C[C@H]3CN(Cc4ccccc4C)C(=O)[C@]34CCCN24)o1	-8%	4%	2.5%	10	-6%	12%	-11	-10%	9%
Cc1cc(NC(=O)COC(=O)COc2ccc(Cl)c(C)c2)no1	-1%	-4%	/	-4	-1%	2%	-1	-7%	/
O=C(Nc1cccc(C(F)(F)F)c1)c1cc(CN2CCOCC2)on1	35%[activator]	-4%	-1.5%	0	-4%	1%	-8	-14%	-8%[57.1 µM]
CC12CCC(=O)N1C(C(=O)NNC(=O)c1ccc(Cl)cc1)CS2 (configuration not stated)	-1%	-3%	-1.8%	-3	-8%	1%	-4	-3%	-8%
O=C(NC1CCCCCC1)C1CC(=O)N(c2ccc(Cl)cc2)C1 (configuration not stated)	-2%	2%	-2.0%	8	0%	3%	-8	?	6%
CCCCCCCN1C2=NCCN2c2ccccc21	6%	-6%	1.5%	14	-2%	-2%	-1	-22%	4%
COC(=O)[C@H]1C[C@H](OC(=O)NCc2ccccc2)[C@@]2(O)CN(S(=O)(=O)c3ccc(C)cc3)CC2[C@H]1C(=O)OC (some centres not stated)	-4%	-6%	/	-8	0%	-17%	-7	-8%	/
O=C1CN(S(=O)(=O)c2ccccc2C(F)(F)F)CCN1	7%	-2%	-0.8%	-1	0%	13%	-7	-11%	2%[57.1 µM]
Cc1cc(N2CCN(C)CC2)nc2ccc(NC(=S)N3CCN(c4ccc(Cl)cc4)CC3)cc12	-5%	-3%	1.8%	-4	-1%	-7%	-2	-8%	17%
O=C(NCC(c1cccnc1)N1CCN(c2ccccc2)CC1)C1CCCCC1 (configuration not stated)	-1%	-3%	-1.0%	1	1%	0%	0	-3%	4%
Cn1c(Sc2ccccc2Cl)c(C=O)c2ccccc21	7%	-3%	0.1%	7	3%	4%	0	-19%	1%
Cc1cccc2c3c([nH]c12)CCNC3	4%	2%	-5.8%	3	-1%	-5%	0	-8%	-2%[57.1 µM]
COc1ccc(Cn2c(CCC(=O)N3CCN(c4ccccn4)CC3)nc3ncccc3c2=O)cc1	5%	0%	0.1%	-1	0%	-2%	-2	-7%	20%[57.1 µM]
CCOC(=O)c1c(-c2ccccc2)csc1NC(=O)c1cc2ccccc2oc1=O	4%	-2%	1.0%	4	-1%	3%	-2	-20%	2%
CN1CCSc2ccc(C(=O)Nc3cc(F)ccc3F)cc21	5%	5%	29%	2	0%	-1%	-2	-27%	37%[activator]
CSc1ccc(C(=S)N2CCN(C)CC2)cc1	2%	-3%	0.1%	-3	2%	3%	-8	1%	5%
COc1cccc(-n2nc(C(=O)NCC3CCCO3)c3ccccc3c2=O)c1 (configuration not stated)	1%	-5%	1.6%	-4	2%	6%	-2	-22%	2%
Cc1ccccc1OCCCC(=O)NC1CCCCC1	4%	1%	-0.4%	5	1%	9%	-6	-6%	-3%[57.1 µM]
Cc1ccc(N(CC(=O)N2CCN(c3ccc(Cl)cc3)CC2)S(=O)(=O)c2c(C)noc2C)cc1	-7%	0%	-0.9%	-3	5%	-3%	1	-6%	-5%
O=C(Nc1ccc(Br)cn1)C1CCCN1S(=O)(=O)c1ccccc1 (configuration not stated)	5%	-2%	1.6%	-2	-3%	-1%	-2	-16%	11%[57.1 µM]
CC1(C)CC(=O)c2c(oc3cc(O)c(O)cc23)C1	1%	3%	-3.6%	-2	-5%	5%	13	-20%	-8%
CCN(C(=O)Nc1cccc(Cl)c1)c1ccccc1	3%	-7%	-0.6%	-1	1%	10%	-6	-5%	8%[57.1 µM]
Cc1ccc(OCC(=O)N/N=C\c2ccc(C)o2)c(C)c1	2%	-4%	-2.3%	-11	1%	15%	-2	-19%	5%[57.1 µM]
CC(CCc1ccc(O)cc1)NCc1ccc(Br)cc1 (configuration not stated)	-1%	-2%	0.1%	5	3%	7%	0	-22%	-9%[57.1 µM]
N#Cc1c(-c2ccccc2)cc(-c2ccccc2)nc1SCC(=O)O	4%	-1%	-0.8%	1	-8%	?	-4	-10%	-2%
Cn1nnnc1SC(C(=O)Nc1ccc(F)cc1)c1ccccc1 (configuration not stated)	-12%	-7%	-1.3%	2	2%	3%	-1	-5%	3%[57.1 µM]
Cc1ccc(N2CCN(S(=O)(=O)N(C)C)CC2)cc1C	1%	-2%	-0.1%	-5	0%	-17%	0	-18%	-4%
CS(=O)(=O)Nc1ccc(N2CCCCC2)c(Cl)c1	-3%	4%	0.5%	-9	-3%	-7%	-1	1%	-4%
O=c1c2sc3ccccc3c2n(Cc2cccc(C(F)(F)F)c2)c(=O)n1Cc1ccccc1	11%	-3%	2.4%	1	-5%	4%	3	-16%	9%
O=C(OCCOc1ccccc1Cl)c1ccc(-n2cnnn2)cc1	6%	6%	1.4%	1	0%	-10%	1	-24%	-6%

3 structures already listed, ordered by molar mass, falling.
SMILES	mIDH1 inhibitor	Glioma ERSR ind	RXFP1 ag	PI4K2A block	Vif-A3G inh	Vif-APOBEC3F blk	LDHA block	USP1 inh	TrxR1 substrate
O=C(Nc1cccc(C(F)(F)F)c1)c1cc(CN2CCOCC2)on1	35%[activator]	-4%	-1.5%	0	-4%	1%	-8	-14%	-8%[57.1 µM]
CCCCCCCN1C2=NCCN2c2ccccc21	6%	-6%	1.5%	14	-2%	-2%	-1	-22%	4%
O=C(Nc1ccc(O)cc1)N1CCOCC1	8%	-2%	0.1%	-7	2%	-7%	14	-21%	-1%
